Screening results deposited in PubChem by National Center for Advancing Translational Sciences (NCATS).
PI5P4K alpha inh: inhibitors of human PI5P4K alpha; P48426; PI5P4Kalpha enzyme, ADP-Glo luminescence, 60 min; hits give low values; max response, %; 1.2% of 330,000 active; AID 652105; active = max response of -50% or lower; inconclusive = between -30% and -50%; inactive = -30% or higher; also: value at the top dose of about 77 µM; % is scaled to controls: 0 for no effect and ±100 for the full control effect
Target sequence (P48426 whole entry, looked up): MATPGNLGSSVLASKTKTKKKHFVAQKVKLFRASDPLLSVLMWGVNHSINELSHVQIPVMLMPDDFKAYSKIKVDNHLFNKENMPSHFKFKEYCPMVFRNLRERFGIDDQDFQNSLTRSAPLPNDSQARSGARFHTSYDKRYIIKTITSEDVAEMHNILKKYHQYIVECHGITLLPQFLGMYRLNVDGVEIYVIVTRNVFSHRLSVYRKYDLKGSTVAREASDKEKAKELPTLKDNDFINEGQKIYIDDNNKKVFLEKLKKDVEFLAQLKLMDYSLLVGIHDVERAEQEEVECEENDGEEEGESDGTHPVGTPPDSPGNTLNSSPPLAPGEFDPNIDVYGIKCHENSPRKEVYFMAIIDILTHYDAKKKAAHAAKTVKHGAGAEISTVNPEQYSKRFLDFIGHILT
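Quantitative HTS of the MLSMR library against PI5P4Kalpha with substrate. ATP added last at 5 microM final; room temperature, 60 minutes. Remaining ATP depleted, ADP converted and read as luminescence.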
EPAC1 antag: antagonists of human EPAC1 | EPAC1 GEF assay, Rap1b-BODIPY-GDP exchange fluorescence | Potency, µM (doses to about 115 µM), for inactives: at the top dose activity change, negative = inhibition, usual class: inhibitors | 0.14% of 360,000 active;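 also: potency is read from the fitted curve at half-maximal effect; plate controls were vehicle for no effect and positive control for full effect; nearly all actives have a fitted effect of over 50% in size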
EPAC2 antagonist: antagonists of human EPAC2; Potency, µM (doses to about 114 µM), for inactives: top-dose activity, negative = inhibition, usual class: inhibitors; 0.18% of 360,000 active; Q8WZA2; EPAC2 GEF exchange of Rap1B-BODIPY-GDP, fluorescence; also: potency is read from the fitted curve at half-maximal effect; % is scaled to controls: 0 for no effect and ±100 for the full control effect; nearly all actives have a fitted effect of over 45% in size; many of its hits are not listed in these tables
EPAC1 ag: activates human EPAC1 exchange factor. O95398. EPAC1 agonist qHTS, biochemical assay; response scale: 100% = response to 6.5 mM cAMP. Potency, µM (highest dose often 154 µM), for inactives: at the highest dose activation, hits mostly activators. 0.073% of 360,000 active; also: potency is read from the fitted curve at half-maximal effect; nearly all actives have a fitted effect of over 60% in size
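Nucleotide exchange by EPAC1 (100 nM) on Rap1B–BODIPY-GDP (250 nM) in the presence of 50 uM GDP is tracked fluorescently at 480/540 nm over 30 min. Signals are normalized to a 6.5 mM cAMP control.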
CCT modulator: changes cytosolic chaperonin activity; AID 651819; activity change, % (concentration not given with the values), hits read low; purified chaperonin ATPase assay, HTRF ADP detection, 30 min; 0.3% of 360,000 active; in the data active = activity change below about -30%; also: % is scaled to controls: 0 for no effect and ±100 for the full control effect
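TRiC (40 or 20 nM final, by batch activity) in 30 mM Tris pH 7.4, 100 mM KCl, 5 mM MgCl2, 1 mM DTT was treated with compound at 76 uM single dose, then 10 uM ATP, 30 min at 37 °C. ADP was read by HTRF Transcreener.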
MmCpn inh: inhibitors of Methanococcus maripaludis chaperonin (MmCpn) | purified Mm-Cpn ATPase, ADP Transcreener TR-FRET | 0.031% of 330,000 active | Potency, µM (highest dose often 76.9 µM), without a hit: at the top dose activity, negative = inhibition, most hits filed as inhibitors; also: potency is read from the fitted curve at half-maximal effect; % is scaled to controls: 0 for no effect and ±100 for the full control effect; nearly all actives have a fitted effect of over 80% in size
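Compound-treated chaperonin, 25 nM final, turns over 10 uM ATP at 37°C for 30 min following a 10 min preincubation; ADP generated competes with ADP-d2 for Eu-cryptate antibody, lowering FRET.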
PLK1 PBD inh: PLK1 (human) polo-box domain binding inhibition. AID 720504. Potency, µM, for the others: max response, negative = inhibition, hits mostly inhibitors. 2.8% of 360,000 active. Plk1 PBD binding of FITC phosphopeptide, fluorescence polarization; also: potency is read from the fitted curve at half-maximal effect; series mostly up to about 57 µM; % is scaled to controls: 0 for no effect and ±100 for the full control effect; nearly all actives have a fitted effect of over 65% in size
WRN helicase inh: WRN helicase (human) inhibition; Q14191; WRN helicase unwinding, fluorescent forked duplex, kinetic; Potency, µM (titrated, usually from 114 µM), without a hit: at the top dose activity change, negative = inhibition, actives largely listed as inhibitors; 0.46% of 360,000 active; also: potency is read from the fitted curve at half-maximal effect; % is scaled to controls: 0 for no effect and ±100 for the full control effect; nearly all actives have a fitted effect of over 55% in size
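WRN at 20 nM final was preincubated with compound for 15 min at room temperature; reaction started with 100 nM forked duplex oligonucleotide carrying fluorophore and quencher plus 2 mM ATP (final). Unwinding followed kinetically by red fluorescence (ex 525/em 598 nm).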
Starred values were filed as active, the others as inactive; ? = inconclusive; . = not tested or not shown; [ ] = another dose, or the depositor's remark. Unless noted, calls follow the shape of the dose curve; as a rule, active = well fitted curve in the direction sought with a large enough effect; inconclusive = small, poorly fitted or top-dose-only effect, or another doubt; inactive = no such curve, though single readings can be large; an effect the other way counts as inactive or inconclusive. Not all compounds are listed. The share of hits here may be higher or lower than overall.

Field names – A = PI5P4K alpha inh; B = EPAC1 antag; C = EPAC2 antagonist; D = EPAC1 ag; E = CCT modulator; F = MmCpn inh; G = PLK1 PBD inh; H = WRN helicase inh
O=C1/C(=C\c2ccc([N+](=O)[O-])cc2)CCc2ccccc21
  A = 0.3; B = -6.9%; C = -10.5%; D = 1.8%; E = -3.2; F = -0.2%; G = -14.0%; H = -1.6%

O=C(O)CNC(=S)N(Cc1ccccc1)Cc1cccs1
  A = 4.7; B = 3.7%; C = 1.1%; D = -10.7%; E = -1.2; F = 0.0%; G = 3.0%; H = -6.3%

O=C(COC(=O)Cc1cccc(C(F)(F)F)c1)NC1CCS(=O)(=O)C1 (centres undefined)
  A = 0.6; B = -12.1%; C = 5.0%; D = 0.7%; E = 1.2; F = -0.5%; G = 0.7%; H = -2.6%

C[C@H](CO)N1C[C@H](C)[C@H](CN(C)C(=O)Nc2ccc(C(F)(F)F)cc2)Oc2c(NC(=O)c3ccncc3)cccc2C1=O
  A = ?; B = -5.1%; C = -4.4%; D = -15.3%; E = -0.1; F = 4.0%; G = -19.0%; H = -2.6%[11.6 µM]

Cc1cccc(NC(=O)CSc2nncn2N)c1C
  A = 2.8; B = 8.3%; C = 2.0%; D = -1.0%; E = -1.6; F = .; G = -3.2%; H = 1.8%

O=C(N=C1SCC(=O)N1c1ccccc1Cl)c1ccccc1
  A = -0.8; B = -24.0%; C = -11.4%; D = 4.7%; E = -1.3; F = -6.4%; G = -6.5%; H = ?

COc1ccc(-n2c(=S)[nH]c3cc(C(=O)Nc4ccc(OC)c(OC)c4)ccc3c2=O)cc1
  A = -2.3; B = -4.2%; C = -4.0%; D = -5.8%; E = 0.0; F = -1.6%; G = -13.6%; H = 5.4%

CC(=O)c1ccc(S(=O)(=O)Nc2ccc(-c3cn4c(n3)SCC4)cc2)cc1
  A = -21.7; B = -10.3%; C = 0.6%; D = 5.1%; E = -3.9; F = -4.1%; G = -26.8%; H = 10.3%

CCCCCCCCN=C1NC(=O)CS1
  A = .; B = 0.4%; C = 8.4%; D = -1.7%; E = 2.2; F = 2.0%; G = ?; H = -1.9%

FC(F)(F)c1ccccc1/C=N/n1c(COc2ccccc2)n[nH]c1=S
  A = -3.5; B = -27.3%; C = -20.5%; D = -4.2%; E = 2.6; F = 0.6%; G = 29.9µM*; H = -15.5%[57.1 µM]

CC(=O)N1c2ccccc2C(=O)OC1c1cccnc1 (centres undefined)
  A = 4.0; B = -8.2%; C = 22.9%[57.1 µM]; D = 1.5%; E = -0.4; F = -0.5%; G = -7.2%; H = 0.0%

Cc1ccc(NC(=O)c2cc(N3C(=O)C4CCCCC4C3=O)ccc2N2CCOCC2)cc1 (centres undefined)
  A = 3.7; B = -1.8%; C = -16.8%; D = 14.8%; E = -1.3; F = 0.6%; G = -0.5%; H = -7.4%

Cc1c(C(=O)Oc2ccc(F)cc2)sc2ncn(Cc3cccc(F)c3)c(=O)c12
  A = 0.9; B = -18.4%; C = 10.6%; D = 5.2%; E = 2.1; F = -2.0%; G = -11.0%; H = -14.5%

Clc1nc(Nc2ccccc2)nc(Nc2ccccc2)n1
  A = 15.9; B = -13.6%; C = 6.2%; D = 10.6%; E = -4.0; F = 1.4%; G = -3.7%; H = -11.8%

C=CCn1c(-c2cccc(OC)c2)nc2nc3ccccc3nc21
  A = 0.0; B = 5.4%; C = 0.6%; D = 8.5%; E = -1.9; F = -1.0%; G = -9.3%; H = 4.0%

CCc1ccc(OCC(=O)NC(NC(=S)Nc2ccccc2OC)C(Cl)(Cl)Cl)cc1 (centres undefined)
  A = 8.5; B = 10.8%; C = 28.9%; D = -13.8%; E = 0.4; F = 1.7%; G = 5.3%; H = -2.7%

O=C(COC(=O)c1ccc(-c2nnc(-c3ccccc3)o2)cc1)c1ccccc1
  A = 5.9; B = 1.8%; C = 3.9%; D = -0.2%; E = -0.4; F = -2.4%; G = -2.7%; H = 2.7%

Cc1cc(C)nc(N2CCC(C(=O)NCc3cccc(C(F)(F)F)c3)CC2)n1
  A = -1.1; B = 15.6%; C = 11.7%; D = -3.2%; E = 1.9; F = -3.9%; G = -1.0%; H = 12.7%

O=C(NCC(c1ccco1)N1CCN(c2ccccc2F)CC1)OCc1ccccc1 (centres undefined)
  A = 3.2; B = -1.0%; C = -1.5%; D = 17.8%; E = -1.5; F = -0.8%; G = -2.4%; H = 0.1%

O=C(Nc1cc(Cl)ccc1N1CCOCC1)c1ccco1
  A = 0.2; B = 7.0%; C = -15.5%; D = 2.6%; E = 0.2; F = 2.0%; G = -9.1%; H = 3.6%

NC(=O)c1ccc2c(c1)OCCO2
  A = 7.5; B = 0.8%; C = -1.9%; D = -2.8%; E = -0.7; F = -11.4%; G = -3.0%; H = -2.8%

FC(F)(F)c1ccc(Oc2ccc(Cl)cc2Br)nc1
  A = -0.5; B = 16.9%; C = -5.1%; D = 7.2%; E = -13.1; F = 0.8%; G = 2.2%; H = -2.9%

NCc1csc(Nc2nncc3ccccc23)n1
  A = -1.1; B = -2.3%; C = 14.8%; D = 0.3%; E = 2.1; F = .; G = 1.2%; H = 21.6%

C#CCNC(=O)c1ccc2sc([C@@H]3O[C@H](CO)[C@H](O)[C@H](O)[C@H]3O)nc2c1
  A = -0.1; B = -7.6%; C = 7.0%; D = -3.9%; E = -1.9; F = .; G = -20.4%; H = 2.9%[57.1 µM]

NNc1cccc(C=Cc2ccccc2)cc1=O
  A = -74.4*; B = ?; C = 12.5%; D = -3.3%; E = -1.1; F = .; G = -11.2%; H = ?

Reprinted at random: two entries already listed.
Field names – A = PI5P4K alpha inh; B = EPAC1 antag; C = EPAC2 antagonist; D = EPAC1 ag; E = CCT modulator; F = MmCpn inh; G = PLK1 PBD inh; H = WRN helicase inh
O=C(NCC(c1ccco1)N1CCN(c2ccccc2F)CC1)OCc1ccccc1 (centres undefined)
  A = 3.2; B = -1.0%; C = -1.5%; D = 17.8%; E = -1.5; F = -0.8%; G = -2.4%; H = 0.1%

C=CCn1c(-c2cccc(OC)c2)nc2nc3ccccc3nc21
  A = 0.0; B = 5.4%; C = 0.6%; D = 8.5%; E = -1.9; F = -1.0%; G = -9.3%; H = 4.0%

Molecules above that contain an aryl methoxy group:
Field names – A = PI5P4K alpha inh; B = EPAC1 antag; C = EPAC2 antagonist; D = EPAC1 ag; E = CCT modulator; F = MmCpn inh; G = PLK1 PBD inh; H = WRN helicase inh
COc1ccc(-n2c(=S)[nH]c3cc(C(=O)Nc4ccc(OC)c(OC)c4)ccc3c2=O)cc1
  A = -2.3; B = -4.2%; C = -4.0%; D = -5.8%; E = 0.0; F = -1.6%; G = -13.6%; H = 5.4%

C=CCn1c(-c2cccc(OC)c2)nc2nc3ccccc3nc21
  A = 0.0; B = 5.4%; C = 0.6%; D = 8.5%; E = -1.9; F = -1.0%; G = -9.3%; H = 4.0%

CCc1ccc(OCC(=O)NC(NC(=S)Nc2ccccc2OC)C(Cl)(Cl)Cl)cc1 (centres undefined)
  A = 8.5; B = 10.8%; C = 28.9%; D = -13.8%; E = 0.4; F = 1.7%; G = 5.3%; H = -2.7%
